MrgX1 antag – human MrgX1 receptor antagonism, primary screen; Q96LB2; actives 1.3% (n = 310,000); MRGX1-HEK293 calcium flux, Fluo-4, BAM8-22 antagonism; hits give low values; B-score at 10 µM;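 active = calcium-response B-score plate-corrected more than 3 library SD below zero, starting fluorescence within 5 deviations, no agonist response on first addition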;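 note: peak minus trough fluorescence over baseline after final BAM8-22 challenge near maximal dose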
Target sequence (Q96LB2 whole entry, looked up): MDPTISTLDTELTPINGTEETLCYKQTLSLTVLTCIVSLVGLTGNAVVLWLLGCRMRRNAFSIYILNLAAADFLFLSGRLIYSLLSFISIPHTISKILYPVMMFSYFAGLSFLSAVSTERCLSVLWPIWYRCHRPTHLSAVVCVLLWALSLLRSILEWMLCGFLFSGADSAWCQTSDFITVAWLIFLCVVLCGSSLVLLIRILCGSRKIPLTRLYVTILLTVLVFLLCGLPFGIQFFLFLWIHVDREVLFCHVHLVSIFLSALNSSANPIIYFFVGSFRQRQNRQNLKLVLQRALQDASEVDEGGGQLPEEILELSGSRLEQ
PolyA inhibitor – blocks polyadenylation in yeast reporter cells. calls only at 12 µM. actives 0.02% (n = 300,000). S. cerevisiae SKY197-pL101 polyadenylation reporter, beta-gal luminescence; efflux-impaired pdr1/pdr3 knockout yeast; score 100 = 6 SD above DMSO;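 active = lowest replicate activity score at least 50, where 100 means six control SD above control mean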;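 note: yeast exposed to compound for 9 h at 30 °C; higher score means more reporter readthrough which indicates perturbed polyadenylation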
AI-2 QS mod – modulators of Vibrio harveyi AI-2 quorum sensing system | activity change, % at 7.5 µM | Vibrio harveyi JMH597 AI-2 luminescence/OD600 ratio, 9 h; hits give low values; strain lacks LuxN and CqsS sensors; 0 = neutral-control median | actives 0.4% (n = 300,000) | AID 2094; in the data active = activity change below about -75%, passing the limit was not always enough;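 note: luminescence divided by OD600 gain over 9 h not by final OD600 alone; inactives centre near 13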
HIF act – HIF pathway transcriptional activation; activation, % at 7.5 µM (by protocol); U2OS HRE-luciferase reporter, luminescence; normalized: DMSO 0%, desferrioxamine 100%; actives 0.32% (n = 300,000);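 active = mean activation of at least 10% of the iron chelator positive control signal, with at least half of replicates also reaching 10%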
TRPC6 activator – activators of mouse TRPC6 channel; Q61143; HEK293-TRPC6 membrane potential dye fluorescence; hits give high values; B-score at 10 µM; actives 0.13% (n = 310,000); AID 2550;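 active = B-score of the integrated fluorescence ratio above library mean plus 3 SD, and starting fluorescence ratio within library mean plus 5 SD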;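 note: higher score means more depolarization so channel activation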
MrgX1 agonist – human MrgX1 receptor agonism, primary screen; B-score at 10 µM; AID 588627; MrgX1-HEK293 cells, Fluo-4 calcium fluorescence, agonist mode; hits give high values; actives 0.44% (n = 310,000);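 active = calcium response B-score plate-corrected fluorescence ratio at least 3 library SD, with starting fluorescence B-score inside 5 SD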
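System: HEK293 cells stably expressing human MrgX1 receptor; Dosing: test compound in the initial addition of three; Schedule: overnight plating, then 30 min 37 °C plus 30 min room-temperature dye loading; Detection: kinetic calcium dye fluorescence, Fluo-4 NW; Controls: per-plate positive and negative controls for Z′ factor.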
TRPC4 potent – TRPC4 (mouse) allosteric potentiation. HEK293 TRPC4beta/mu-opioid, DAMGO EC20, Fluo-4 Ca2+ flux; hits give high values. B-score at 10 µM. actives 0.42% (n = 310,000);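 active = B-score of calcium response area above 5 SD of library B-scores, with initial fluorescence ratio within 5 SD of library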;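 note: B-score of integrated fluorescence ratio over time as area under calcium response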
TRPC6 inhibitor – blocks the mouse TRPC6 cation channel; Q61143; HEK293-TRPC6, membrane potential dye, ACh-evoked depolarization; hits give low values; B-score at 10 µM; actives 1.1% (n = 310,000); AID 2553;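 active = B-score under library mean minus 3 SD, initial fluorescence not abnormally high, positive integrated signal ratio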;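 note: B-score derived from integrated fluorescence ratio over the kinetic read; more negative B-score means stronger inhibition of depolarization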
TRPC4 inh – blocks the mouse TRPC4 cation channel; AID 2247; B-score at 10 µM; HEK293 TRPC4beta/mu-opioid, DAMGO-evoked Fluo4 calcium flux; hits give low values; actives 0.39% (n = 300,000); Q9QUQ5;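 active = B-score over 3 SD under the library average, no early fluorescence shift, positive overall ratio signal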
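System: stable TRPC4beta/mu-opioid receptor HEK293 cells; Dosing: single-point compound dosing; Measured by: Fluo4 Ca2+ flux fluorescence; Read-out basis: per-well B score of integrated baseline-normalized Fluo4 ratio.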
MrgX1 allo act – human MrgX1 positive allosteric modulation, primary screen. actives 0.63% (n = 310,000). MrgX1-HEK293, Fluo-4 calcium flux, FDSS; hits give high values. B-score at 10 µM. Q96LB2;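 active = plate-corrected calcium response at least 3 library SD above typical, normal starting fluorescence, not activating the receptor alone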;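 note: compound read alongside a low EC10 to EC30 dose of BAM8-22 agonist; peak minus trough fluorescence over baseline measured at the second addition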
TRPC4 agonist – activators of mouse TRPC4 channel; HEK293 TRPC4beta/mu-opioid, Fluo4 calcium fluorescence; hits give high values; B-score at 10 µM; actives 0.49% (n = 310,000); AID 2237;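 active = B-score above 5 SD of library B-scores, and initial fluorescence ratio not above library mean plus 5 SD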;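 note: positive B-score marks a calcium rise read as TRPC4 activation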
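Incubation: 45 min room-temperature Fluo4 loading, 110 s read / System: HEK293 cells stably co-expressing mouse TRPC4beta and mu-opioid receptor / Signal: Fluo4 fluorescence, kinetic / Control set: buffer (low) and maximal DAMGO (high) / Measure: integrated baseline-normalised fluorescence ratio, converted to per-well B score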
Active calls of the source: *; i = inactive; . = not tested or not shown. A portion of the library, so the mix of outcomes need not match the whole.

SMILES	MrgX1 antag	PolyA inhibitor	AI-2 QS mod	HIF act	TRPC6 activator	MrgX1 agonist	TRPC4 potent	TRPC6 inhibitor	TRPC4 inh	MrgX1 allo act	TRPC4 agonist
COC(=O)c1ccccc1NC(=O)CN(C1CCCCC1)S(C)(=O)=O	i	i	-16	-0.1	i	i	i	i	i	i	i
COc1ccc(OC)c(S(=O)(=O)N2CCCC(C(=O)NCCc3ccccc3)C2)c1 (stereo unspecified)	i	i	25	-0.1	i	i	i	i	i	i	i
COc1ccc(C)cc1NC(=O)COC(=O)Cc1ccc(-c2ccccc2)cc1	i	i	13	-0.3	i	i	i	i	i	i	i
O=C(CNC(=O)N1CC(=O)Nc2ccccc21)NCCc1ccc(Cl)cc1	i	i	-1	0.6	i	i	i	i	i	i	i
Cc1cc(C(=O)COC(=O)c2ccc[nH]c2=O)c(C)n1C	i	i	4	0.3	i	i	i	i	i	i	i
COc1cccc(-n2ccnc2SCC(=O)Nc2cc(OC)ccc2OC)c1	i	i	18	0.2	i	i	i	i	i	i	i
Cc1cccc(C(C#N)c2nc3ccccc3nc2C(F)(F)F)c1 (stereo unspecified)	i	i	-4	-0.2	i	i	i	i	i	i	i
COc1cccc(CNCCNC(=O)c2ccco2)c1OC	i	i	18	0.3	i	i	i	i	i	i	i
COc1ccc(S(=O)(=O)N2CCNCC2)cc1	i	.	.	0.7	i	i	i	i	i	i	i
CCc1cccc(CC)c1NC(=O)COC(=O)c1ccc2c(c1)S(=O)(=O)c1ccccc1C2=O	i	i	22	0.1	i	i	i	i	i	i	i
COc1ccccc1CNC(=O)CCc1cn(C)c2ccccc12	i	i	22	2.0	i	i	i	i	i	i	i
Cc1cc(NC(=O)c2sccc2C)n(-c2nc3ccccc3[nH]2)n1	i	i	9	0.2	i	i	i	i	i	i	i
CCOc1ccccc1CNCCN1CCOCC1	i	i	10	-0.3	i	i	i	i	i	i	i
Cc1ccccc1C(=O)Nc1scc(-c2ccc(Br)cc2)c1C(=O)O	i	i	21	-0.5	i	i	i	i	i	i	i
O=S(=O)(NCc1ccccn1)c1cc(C(F)(F)F)ccc1Cl	i	i	0	-0.4	i	i	i	i	i	i	i
COc1cccc(OCc2cc(C(=O)NCC3CCCCC3)no2)c1	i	i	13	1.8	i	i	i	i	i	i	i
Cc1cc(-c2ccccc2)nc(N/N=C/c2ccccc2F)n1	i	i	-8	2.4	i	i	i	i	i	i	i
CCOC(=O)N1CCN(C(=O)c2cc3c(s2)-c2c(C)cccc2OC3)CC1	i	i	53	-0.7	i	i	i	i	i	i	i
CCOc1ccccc1-n1nnnc1SCC(=O)NC(=O)Nc1ccc2c(c1)OCCO2	i	i	17	-0.3	i	i	i	i	i	i	i
COc1cc(/C=C(\C#N)C(N)=O)ccc1OS(=O)(=O)c1ccc(C)cc1	i	i	14	.	i	43*	i	i	i	i	i
Cc1ccc(CN2CCCN(Cc3c(F)cccc3Cl)S2(=O)=O)cc1	i	i	8	-0.2	i	i	i	i	i	i	i
COc1cccc2c(SCC(=O)N/N=C/c3ccccc3)cc(C)nc12	i	i	0	0.3	i	i	i	i	i	i	i
Cc1ccc(C(=O)NNC(=O)c2cc3ccccc3cc2O)cc1	i	i	10	0.5	i	i	i	i	i	i	i
COc1cc(CN2CCN(C3CCC3)CC2CCO)cc(OC)c1 (stereo unspecified)	i	i	4	-29	i	i	i	i	i	i	i
Nc1c(C(=O)NC2CC2)c2nc3ccccc3nc2n1-c1ccc2c(c1)OCO2	i	i	4	-1.0	i	i	i	i	i	i	i
CC(O)[C@H]1CNCCN1CCc1cc(C(F)(F)F)cc(C(F)(F)F)c1 (stereo partly specified)	i	i	18	0.9	i	i	i	i	i	i	i
O=C(NCc1ccco1)c1cc(-c2cccnc2)nc2ccccc12	i	i	13	-0.6	i	i	i	i	i	i	i
COc1ccc(OC(C)C(=O)N(C)Cc2nc(-c3ccc(OC)cc3)no2)cc1 (stereo unspecified)	i	i	-1	-0.7	i	i	i	i	i	i	i
CC(=O)Nc1ccc(S(=O)(=O)NCCS(=O)(=O)N2CCN(c3ccccc3)CC2)cc1	i	i	26	-0.8	i	i	i	i	i	i	i
Cc1ccc(S(=O)(=O)N(CC(=O)O)Cc2ccco2)cc1	i	i	-3	-0.2	i	i	i	i	i	i	i

Entries listed above marked active in MrgX1 agonist:
| canonical_smiles | MrgX1 antag | PolyA inhibitor | AI-2 QS mod | TRPC6 activator | MrgX1 agonist | TRPC4 potent |
| --- | --- | --- | --- | --- | --- | --- |
| COc1cc(/C=C(\C#N)C(N)=O)ccc1OS(=O)(=O)c1ccc(C)cc1 | i | i | 14 | i | 43* | i |

More records
SMILES	MrgX1 antag	PolyA inhibitor	AI-2 QS mod	HIF act	TRPC6 activator	MrgX1 agonist	TRPC4 potent	TRPC6 inhibitor	TRPC4 inh	MrgX1 allo act	TRPC4 agonist
CCN(Cc1nc(-c2ccc(OC)cc2)no1)C(=O)c1ccc2c(c1)OCO2	i	i	18	-0.2	i	i	i	i	i	i	i
COc1ccccc1C(=O)NCC(=O)N/N=C/c1ccc([N+](=O)[O-])cc1	i	i	19	-0.2	i	i	i	i	i	i	i
O=C(CSc1nnc(-c2ccccn2)n1Cc1ccccc1)NC1CCCC1	i	i	-23	-0.8	i	i	i	i	i	i	i
CC(C)CNC(=O)CSc1nc2scc(-c3ccccc3)c2c(=O)[nH]1	i	i	7	-0.4	i	i	i	i	i	i	i
CCN(CC)CCC(c1cc(OC)c(OC)c(OC)c1)c1c(O)cc(OC)cc1OC (stereo unspecified)	i	i	20	-1.4	i	i	i	i	i	i	i
NC(=O)c1ccccc1NC(=O)c1ccccc1Cl	i	i	13	-0.4	i	i	i	i	i	i	i
CN1C(=O)C(O)(CC(=O)/C=C/C=C/c2ccccc2)c2ccccc21 (stereo unspecified)	i	i	18	.	i	i	i	i	i	i	i
Cc1ccc(NC(=O)C2CCCN2S(=O)(=O)c2cccc3cccnc23)cc1F (stereo unspecified)	i	i	24	.	i	i	i	i	i	i	i
CCCCC(=O)NN(C)c1nc(-c2ccccc2)nnc1C(F)(F)F	i	i	24	0.0	i	i	i	i	i	i	i
CCOC(=O)COc1nc(-c2ccc(Cl)cc2)cc(-c2ccco2)c1C#N	i	i	19	0.2	i	i	i	i	i	i	i
CC(C)c1nnc(NC(=O)CCC(=O)NCc2ccco2)s1	i	i	14	0.1	i	i	i	i	i	i	i
COc1cccc(C(C(=O)NC2CCCCC2)N(CC2CCCO2)C(=O)CNC(=O)c2ccco2)c1 (stereo unspecified)	i	i	6	0.1	i	i	i	i	i	i	i
Cc1ccc(/C=C/C(=O)O)cc1S(=O)(=O)N1CCc2ccccc21	i	i	8	-3.4	i	i	i	i	i	i	i
COC(C(=O)N/N=C(\C)c1ccc(C)cc1)c1ccccc1 (stereo unspecified)	i	i	-7	-0.4	i	i	i	i	i	i	i
S=C(Nc1ccccc1Cl)N1CCN(c2ccccn2)CC1	i	i	10	0.5	i	i	i	i	i	i	i
CC(=O)c1c(C)[nH]c(C(=O)OCC(=O)Nc2cc(C)on2)c1C	i	i	4	0.2	i	i	i	i	i	i	i
Cc1cccc(NC(=O)CN(c2ccc(F)cc2)S(C)(=O)=O)c1	i	i	13	0.5	i	i	i	i	i	i	i
CS(=O)(=O)N1CCc2cc(C(=O)N3CCCC3)ccc21	i	i	8	-0.5	i	i	i	i	i	i	i
COc1ccc(C(=O)Nc2ccccc2-c2nnn(CC(=O)N3CCOCC3)n2)cc1	i	i	7	-0.9	i	i	i	i	i	i	i
COc1ccccc1S(=O)(=O)Nc1ccc(-c2nnc3n2CCCCC3)cc1	i	i	20	0.0	i	i	i	i	i	i	i
O=C(NCC1CCCO1)C1CC(=O)N(c2ccc(Cl)cc2)C1 (stereo unspecified)	i	i	-1	0.1	i	i	i	i	i	i	i
Cc1ccc(-c2csc(NC(=O)c3ccno3)n2)cc1	i	i	25	1.6	i	i	i	i	i	i	i
COC(=O)N/N=C1\CCCc2ccccc21	i	i	32	0.0	i	i	i	i	i	i	i
OCC1(CO)COC(CCc2ccccc2)=N1	i	i	23	-1.5	i	i	i	i	i	i	i
O=C(Cn1c(-c2ccccn2)nc2ccccc21)NCCN1CCOCC1	i	i	17	.	i	i	i	i	i	i	i
CC(C)(C)C(=O)Nc1ccccc1C(=O)OCC(=O)c1ccc2c(c1)OCCO2	i	i	37	0.4	i	i	i	i	i	i	i
Oc1c(Cl)cc(Cl)cc1C=Nc1ccc(Br)cc1	i	i	-5	2.6	i	i	i	i	i	i	i
Clc1cccc(C2CCN(Cc3nc(CC4CC4)no3)C2)c1 (stereo unspecified)	i	i	2	0.5	i	i	i	i	i	i	i
Cc1cc(NC(=O)C(C)SCC(=O)OCc2ccc([N+](=O)[O-])cc2)no1 (stereo unspecified)	i	i	2	3.1	i	i	i	i	i	i	i
O=C(CCc1ccccc1)Nc1ccnn1C1CCN(Cc2ncc[nH]2)CC1	i	i	26	-0.3	i	i	i	i	i	i	i
Cc1c(C(=O)Nc2nccs2)sc2nc(-c3cccs3)cc(C(F)(F)F)c12	i	i	42	0.0	i	i	i	i	i	i	i
CCOc1ccc2nc(-c3cc(NC(C)=O)ccc3O)sc2c1	i	i	1	0.9	i	i	i	i	i	i	i
Cc1cc([N+](=O)[O-])nn1CC(=O)Nc1nc2ccccc2s1	i	i	7	-0.2	i	i	i	i	i	i	i
Cc1ccc(C)c(CN2CCC(CNC(=O)Nc3ccc(Cl)cc3)CC2)c1	i	i	-1	-15	i	i	14*	i	i	i	i
O=C(Cn1ccc2ccccc2c1=O)NCCC(=O)Nc1ccc2c(c1)OCCO2	i	i	50	-0.2	i	i	i	i	i	i	i
CCn1cc([N+](=O)[O-])c(C(=O)N2N=C(c3cccc4ccccc34)CC2c2ccccc2O)n1 (stereo unspecified)	i	i	53	1.2	i	i	i	i	i	i	i
O=C(CCN1C(=O)c2ccccc2S1(=O)=O)Nc1ccc(F)cc1F	i	i	8	0.2	i	i	i	i	i	i	i

Screening results deposited in PubChem BioAssay by several laboratories.
